Bioassay records as filed in PubChem BioAssay.
HCV inhibitor: inhibitors of hepatitis C virus infection. Huh7.5.1 HCVcc-Cre infection, luciferase reporter, 44 h. Potency, µM (top dose mostly 41.8 µM), for inactives: top-dose activity change, negative = inhibition, most hits filed as inhibitors. 340,000 tested, 3.4% active. AID 651820; also: potency is read from the fitted curve at half-maximal effect; % is scaled to controls: 0 for no effect and ±100 for the full control effect
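Compounds are dispensed onto cells plated 4 h earlier at 1,000 per well, with HCVcc-Cre virus (about 0.5 moi) added next. Following 44 h of culture, luminescent signal is measured for 15 sec after 15 min with substrate at room temperature.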
Pf growth 96h: P. falciparum growth inhibition at 96 hours; P. falciparum luciferase reporter growth, 96 h; Potency, µM (doses to about 28.7 µM), inactives show top-dose activity change, negative = inhibition, most hits filed as inhibitors; 320,000 tested, 6.9% active; AID 504834; also: potency is read from the fitted curve at half-maximal effect; % is scaled to controls: 0 for no effect and ±100 for the full control effect
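Parasite growth measured via integrated firefly luciferase reporter in P. falciparum. Infected erythrocytes at 2% hematocrit, 0.05% parasitemia final were treated 96 hours at 37 C under 5% CO2, and luminescence was read.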
Giardia FBPA inh: blocks Giardia fructose-bisphosphate aldolase activity; Potency, µM (top dose mostly 59.6 µM), inactives show top-dose activity, negative = inhibition, actives largely listed as inhibitors; 290,000 tested, 0.71% active; A8B2U2; purified Giardia FBPA; also: potency is read from the fitted curve at half-maximal effect; % is scaled to controls: 0 for no effect and ±100 for the full control effect; nearly all actives have a fitted effect of over 55% in size
Target sequence (A8B2U2 whole entry, looked up): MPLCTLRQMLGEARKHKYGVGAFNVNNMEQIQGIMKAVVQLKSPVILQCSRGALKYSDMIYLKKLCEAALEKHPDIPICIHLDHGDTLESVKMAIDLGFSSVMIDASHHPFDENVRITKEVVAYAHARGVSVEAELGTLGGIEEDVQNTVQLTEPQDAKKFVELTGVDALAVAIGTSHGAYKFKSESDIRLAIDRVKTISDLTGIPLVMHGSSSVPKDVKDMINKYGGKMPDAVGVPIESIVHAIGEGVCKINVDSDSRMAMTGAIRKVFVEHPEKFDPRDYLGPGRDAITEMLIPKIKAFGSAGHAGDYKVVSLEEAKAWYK
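Giardia FBPA (40 nM reagent) was preincubated 10 min at RT with compound (up to 57.5 uM final), then substrate plus GAPDH/TPI/NAD/arsenate coupling system with diaphorase/resazurin was added; resorufin fluorescence (525/598 nm) was read after 20 min.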
Shiga inhibitor: Shiga toxin inhibition; Vero cells, Shiga toxin protein synthesis inhibition reporter; inhibition, % at 38.7 µM; 290,000 tested, 9.2% active; AID 2315; in the data active = inhibition mostly above about 28%, no sharp cut-off; inactive = mostly below about 43%; also: 0% is about no effect
CHX counter: counter-screen hit for Shiga toxin inhibitors, cycloheximide; 300,000 tested, 12% active; AID 2314; cell reporter, cycloheximide protein synthesis inhibition counterscreen; max response, %; in the data active = max response mostly above about 13%, no sharp cut-off; inactive = mostly below about 14%; also: read at 38.3 µM for the half of the compounds with a filed dose; 0% is about no effect
Pf growth 48h: P. falciparum growth inhibition at 48 hours (one generation); AID 504832; 310,000 tested, 5.9% active; Potency, µM (titrated, usually from 28.7 µM), without a hit: at the top dose activity change, negative = inhibition, usual class: inhibitors; P. falciparum luciferase growth in erythrocytes, 48 h; also: potency is read from the fitted curve at half-maximal effect; % is scaled to controls: 0 for no effect and ±100 for the full control effect
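Growth was read as firefly luciferase luminescence after a 48 h, 37 C, 5% CO2 exposure of compounds to reporter-bearing P. falciparum cultures (0.1% parasitemia, 2% hematocrit final) in Albumax-supplemented RPMI 1640.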
Active calls of the source: *; u = inconclusive; x = not tested or not shown; & = joins results of further samples; [ ] = another dose, or the depositor's remark. Unless noted, calls follow the shape of the dose curve; as a rule, active = well fitted curve in the direction sought with a large enough effect; inconclusive = small, poorly fitted or top-dose-only effect, or another doubt; inactive = no such curve, though single readings can be large; an effect the other way counts as inactive or inconclusive.

SMILES	HCV inhibitor	Pf growth 96h	Giardia FBPA inh	Shiga inhibitor	CHX counter	Pf growth 48h
CC1CCCC(C)N1C(=O)c1cc(-c2ccc(Cl)c(Cl)c2)on1 (stereo unspecified)	13%	10%	0%	2	-1	127%[activator]
Cc1nc(SCC(=O)N2CCN(C(=O)c3ccco3)CC2)c2c(C)c(C)sc2n1	-19%	u	0%	-8	-3	u
CCC(C)OC(=O)C(C)Oc1ccc(-c2ccccc2)cc1 (stereo unspecified)	-4%	x	1%	20	3	2%
CCOC(=O)c1c(C)n(CC(COC(C)=O)OC(C)=O)c2ccc(OC(C)=O)cc12 (stereo unspecified)	-11%	-14%	1%	-10	-1	x
O=C(CSc1nc2ccccc2n1S(=O)(=O)c1cccc([N+](=O)[O-])c1)NCc1cccs1	0%	-13%	8%	18	27*	30%[activator]
O=C(NCc1ccccn1)c1cc(Cl)ccc1OCc1ccccc1	u	34%[activator]	25%	11	4	u
OC1/C(=C/c2ccccc2F)N2CCC1CC2 (stereo unspecified)	10%	34%[5.75 µM]	0%	-3	-1	23%
COc1ccc2c(c1OC)C(=O)N1N=C(c3ccc(-c4ccccc4)cc3)CC21 (stereo unspecified)	17%	u	11%	-15	1	u
CCOC(=O)C1CCCN(C(=O)c2cc(COc3ccc(C)nc3)on2)C1 (stereo unspecified)	8.9µM*	-8%	x	73*	51*	11%
O=C(CCS(=O)(=O)c1cccc2nonc12)N1CC(=O)N(CCc2ccccc2)C(=O)C1	14%&15%	u	1%	-8	-5	1%

Compounds above that have a carbonyl joined to an NH by a bond outside any ring, in the order listed:
SMILES	HCV inhibitor	Pf growth 96h	Giardia FBPA inh	Shiga inhibitor	CHX counter	Pf growth 48h
O=C(CSc1nc2ccccc2n1S(=O)(=O)c1cccc([N+](=O)[O-])c1)NCc1cccs1	0%	-13%	8%	18	27*	30%[activator]
O=C(NCc1ccccn1)c1cc(Cl)ccc1OCc1ccccc1	u	34%[activator]	25%	11	4	u

The list goes on.
SMILES	HCV inhibitor	Pf growth 96h	Giardia FBPA inh	Shiga inhibitor	CHX counter	Pf growth 48h
O=C(CSc1nc2ccccc2c(=O)n1CC1CCCO1)NCc1ccccc1 (stereo unspecified)	-13%	20%	-3%	16	-1	u
COc1ccc(CCNC(=O)c2ccc(CNc3c(N4CCOCC4)c(=O)c3=O)cc2)cc1OC	-6%&-11%	0%	2%	1	-2	-18%
Cc1ccc(OCC(=O)N/N=C/c2cccc3cccnc23)cc1	-17%	u	x	-33	-1	30%
COc1ccccc1/C=C1\SC(=S)N(CCC(=O)Nc2cccc(O)c2)C1=O	-19%	260%[activator]	1%	27*	17*	u
CC(C)CNC(=O)C1CC(=O)OC12CCCCC2 (stereo unspecified)	-12%	34%[activator]	4%	16	-2	25%
CCOC(=O)c1cc(CC)sc1/N=C/C1=C(O)CCCC1=O	-9%	4%	2%	18	1	7%
COc1ccc2nc(SCC(=O)c3ccco3)[nH]c2c1	-26%	191%[activator]	-21%	63*	48*	112%[activator]
CCN(CC)c1ccc(NC(=O)COC(=O)CCC(=O)c2cccs2)cc1	10%	u	x	x	x	-14%
CCN(CC)CCNc1nc2c(c(=O)[nH]c(=O)n2C)n1CCCc1ccccc1	7%	u	-3%	-11	1	-2%
COc1cccc(NC(=O)CN(C)C(=O)CNC(=O)c2ccccc2F)c1	5%	18%	4%	11	6	13%
O=C(Cc1ccccc1)NC(=S)Nc1ccc(N2CCCCC2)cc1	-1%	3%	-1%	30	20	-28%
Cn1c(=O)c(=O)n(C)c2cc(S(=O)(=O)N3CCN(Cc4ccccc4)CC3)ccc21	9%	u	-3%	0	-1	4%
CCN(CC)C(=S)Nc1ccc(Cl)c(Cl)c1	u	63%[activator]	-3%	-11	1	-15%
CC1(C)Cc2cccc(OCC(=O)NC3CC3)c2O1	15%	3%	-8%	-7	-2	x
O=C(c1ccc(-c2cc3ccccc3oc2=O)cc1)N1CCN(c2ccc(Cl)cc2[N+](=O)[O-])CC1	10µM*	u	7%	-11	-3	u
CCCn1c(SCC(=O)Nc2cc(S(=O)(=O)N(C)C)ccc2OC)n[nH]c1=O	4%	6%	-1%	-5	-2	-5%
COc1ccc(C(=O)NCC(=O)OCc2ccc(F)cc2)cc1	3%	52%[activator]	7%	-2	-3	10%[5.75 µM]
Cc1ccccc1NC(=O)NCc1ccc2c(c1)OCO2	10%	u	2%	10	11	26%
O=C(CCN1C(=O)/C(=C\c2ccccc2Cl)SC1=S)N1CCN(c2ccccc2)CC1	19%	u	-1%	-15	2	36%[activator]
COc1cc(C(=O)N/N=C/c2ccc(OC(=O)c3cccc(C)c3)cc2)ccc1O	-17%	u	8%	3	11	u
O=C(c1cc(-c2cccc(O)c2)on1)N1CCCCC1	5%	u	5%	37*	35*	200%[activator]
CCOc1ccc(N(CC(=O)Nc2cccc(F)c2)S(=O)(=O)c2c(C)noc2C)cc1	-17%	19%	-1%	18	-1	x
COc1ccc(NC(=O)CCCCC(=O)Nc2ccc(OC)cc2)cc1	-11%	8%	5%	x	1	12%
Cc1cccc(OCc2nnc(SCC(=O)Nc3ccc(N4CCOCC4)cc3)o2)c1	8%	-14%	9%	-11	0	19%
O=P(CCNCc1ccco1)(c1ccccc1)c1ccccc1	14%	-12%	6%	-10	-2	-8%
COC(=O)CCC[C@H]1CC2(C[C@H](CCCO[Si](C)(C)C(C)(C)C)N1C(=O)OC(C)(C)C)OCCO2	u	32%	x	x	x	u
Cc1cccc(NC(=O)CNC(=O)c2ccco2)n1	16%	32%[activator]	x	x	x	-15%
COc1ccccc1C(OC(=O)c1cccs1)C(=O)NCc1ccco1 (stereo unspecified)	20%	-2%	2%	40	13	u
c1ccc2nc3c(cc2c1)CCCCCC3	11%	-19%	3%	-4	11	x
N#C/C(=C\c1ccc[nH]1)C(=O)NC1CC1	-4%	x	6%	-21	2	3%

Sorted by number of heavy atoms (rising): some entries from above
SMILES	HCV inhibitor	Pf growth 96h	Giardia FBPA inh	Shiga inhibitor	CHX counter	Pf growth 48h
N#C/C(=C\c1ccc[nH]1)C(=O)NC1CC1	-4%	x	6%	-21	2	3%
O=C(c1cc(-c2cccc(O)c2)on1)N1CCCCC1	5%	u	5%	37*	35*	200%[activator]
O=P(CCNCc1ccco1)(c1ccccc1)c1ccccc1	14%	-12%	6%	-10	-2	-8%
COc1ccccc1C(OC(=O)c1cccs1)C(=O)NCc1ccco1 (stereo unspecified)	20%	-2%	2%	40	13	u
Cc1cccc(OCc2nnc(SCC(=O)Nc3ccc(N4CCOCC4)cc3)o2)c1	8%	-14%	9%	-11	0	19%
COC(=O)CCC[C@H]1CC2(C[C@H](CCCO[Si](C)(C)C(C)(C)C)N1C(=O)OC(C)(C)C)OCCO2	u	32%	x	x	x	u

Carrying on.
SMILES	HCV inhibitor	Pf growth 96h	Giardia FBPA inh	Shiga inhibitor	CHX counter	Pf growth 48h
CCOc1ccc(NC(=O)CN(C)C(=O)C2CCCC2)cc1OCC	-15%	0%	0%	-4	-6	-16%
CCOC(=O)N1CCN(C(=O)CCN2C(=O)c3ccccc3S2(=O)=O)CC1	11%	31%[activator]	x	x	x	-7%
COc1ccc(Cl)cc1C(=O)N(Cc1nc(-c2cccc(C)c2)no1)C(C)C	u	1%	-6%	-6	1	x
Cc1c(C(=O)OC(C)C(C)C[N+](C)(C)C)oc2ccccc12 (stereo unspecified)	4%	45%[activator]	-1%	-11	5	x
O=C(COC(=O)c1ccccc1Nc1cccc(C(F)(F)F)c1)NCc1ccco1	u	1%	-10%	36	17*	-6%
COCCNC(=S)N(CCCN(C)C)Cc1cc2cc3c(cc2[nH]c1=O)OCCO3	5%	5%	8%	x	-1	-11%
O=C(COc1ccccc1Cl)N1CCc2ccccc2C1	31%[activator]	10%	1%	x	4	0%
COc1ccc(C(C(=O)NC2CCCCC2)N(C(=O)CCl)c2ccccc2Cl)cc1 (stereo unspecified)	2.8µM*	0.29µM*	3%	-9	1	0%
COC(=O)c1cc(CSc2nnc(-c3ccccc3)c(-c3ccccc3)n2)oc1C	25µM*	u	1%	-5	-2	1%
COc1ccc(OC)c(Nc2cc(-c3ccccc3)nc(N)n2)c1	u	31%[activator]	-8%	-9	1	u

Looked up by structure from the entries so far, 2 records:
SMILES	HCV inhibitor	Pf growth 96h	Giardia FBPA inh	Shiga inhibitor	CHX counter	Pf growth 48h
COc1ccc(C(C(=O)NC2CCCCC2)N(C(=O)CCl)c2ccccc2Cl)cc1 (stereo unspecified)	2.8µM*	0.29µM*	3%	-9	1	0%
O=C(COC(=O)c1ccccc1Nc1cccc(C(F)(F)F)c1)NCc1ccco1	u	1%	-10%	36	17*	-6%

(more compounds)
SMILES	HCV inhibitor	Pf growth 96h	Giardia FBPA inh	Shiga inhibitor	CHX counter	Pf growth 48h
Cc1cc(C)c(S(C)(=O)=O)c(Oc2cccc(C(F)(F)F)c2)n1	u	7%	2%	39	-1	u
CCN1CCN(Cc2c(C(=O)N/N=C(\C)c3ccc(Cl)cc3)nnn2-c2nonc2N)CC1	5%	37%[activator]	u	-10	-4	0%
COCCNC(=O)c1ccc(N2CC3CC(C2)c2cccc(=O)n2C3)c(NC(=O)c2ccc(Br)o2)c1 (stereo unspecified)	15%	-4%	3%	15	1	19%
C=CCSc1nc(-c2ccccc2)c2cc(Cl)ccc2n1	9%	u	8%	-14	4	-10%
CC1CN(c2ccccc2)CCN1Cc1nc(Cc2ccccc2)no1 (stereo unspecified)	7%	-18%	-3%	10	-2	55%[activator]
O=C(/C=C/c1ccncc1)c1ccc(NC(=O)c2ccccc2F)cc1	u	-30%	-3%	-13	-5	7%
COC(=O)c1cn(CC(=O)Nc2ccccc2C)c2ccccc12	-12%	u	3%	x	-1	14%
c1cncc(-c2nc(NCCCN3CCOCC3)c3c4c(sc3n2)CCC4)c1	u	u	-5%	-4	7	12µM*
CNc1ccccc1C(C)(C)c1ccn[nH]1	15%	32%[activator]	-17%	9	1	4%
CCCn1c(Nc2ccc(Cl)cc2)nc2ccccc21	-19%	45%[activator]	1%	-17	0	4%
Cc1ccc(/C=C2\SC(=S)N(/N=C/c3cc([N+](=O)[O-])ccc3O)C2=O)o1	2%	u	-24%	24	19*	u
Cc1oc2c(O)c(O)ccc2c(=O)c1-c1cnn(-c2ccccc2)c1	-19%	-15%	u	19	-3	u
N#Cc1c(NC(=O)CSc2nc(-c3ccco3)cc(C(F)(F)F)n2)sc2c1CCCC2	u	-25%	-1%	-3	-2	u
COc1cc(/C=N/NC(=O)Cc2csc(C)n2)ccc1OCC(C)C	-2%	u	-1%	-19	11	u
CC(C)CNC(=O)CN(c1ccccc1)S(=O)(=O)c1ccccc1[N+](=O)[O-]	20%	5.9µM*	2%	1	-6	u
CCC(=NCCC(c1ccccc1)c1ccccc1)c1c(O)n(C)c(=O)n(C)c1=O	0%	30%	1%	-9	-1	1%
CCOc1ccccc1NC(=O)C(OC(=O)C1CC1)c1ccccc1 (stereo unspecified)	-14%	-12%	0%	-1	0	u
CC1CN(CCOCCOc2ccccc2-c2ccccc2)CC(C)O1 (stereo unspecified)	-13%	u	11µM*	x	-2	u
Cc1nc(N)nc(Nc2ccc(C#N)cc2)c1Br	u	-22%	-1%	20	-2	-4%
COc1ccc(N2CCN(C(=O)C3CCN(C(=O)c4ccccc4Cl)CC3)CC2)cc1	12%	26%	0%	27	0	2%
OCC1OC(n2cnc3c(NC4CCCCC4)ncnc32)C(O)C1O (stereo unspecified)	29%	26%	-2%	-2	11	0%
